GPR151 beta-arrestin = GPR151 activators, triplicate retest, confirmation, cell-based, PathHunter beta-arrestin, luminescence, set 2 (AID 1508608) | GPR151 PathHunter beta-arrestin cells, luminescence, 90 min; active compounds read high; 100% = signal from added EA reagent | activation, % at 11.2 µM | hit rate 0.9% among 2,300;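 active = mean activation across replicates above 26.72%, the hit cutoff set for this confirmation screen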;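 note: 0% = plate median of compound wells and 100% = EA reagent high control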
GPR119 activation = off-target GPR119 activation – cell-based, PathHunter beta-arrestin, luminescence, set 2, counter-screen for GPR151 activator project, confirmation (AID 1508607) | GPR119 PathHunter beta-arrestin cells, luminescence, 90 min; active compounds read high | hit rate 0.9% among 2,300 | activation, % at 11.2 µM;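 active = mean percent activation across replicates above the counterscreen hit cutoff of 9.17%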;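 note: 0% = median of sample wells and 100% = wells given EA reagent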
Numbers without * were called inactive. An excerpt, so the mix of outcomes need not match the whole.

Order of results: GPR151 beta-arrestin	GPR119 activation
Cc1noc(/C=C/N(C)C)c1S(=O)(=O)NCCN1CCN(c2ccccc2F)CC1
 : 6.2	2.4
COc1cc(/C=N/NC(=O)CNc2ccc(F)cc2)ccc1O
 : 3.6	-2.0
COC(=O)C(C)N(c1ccc(C)cc1)S(=O)(=O)c1c(C)[nH]c(=O)[nH]c1=O (configuration not stated)
 : 3.2	0.9
COc1cccc(/C=C2/SC(=Nc3ccc(C)cc3)NC2=O)c1
 : 3.2	-3.6
Cc1ccc(NC(=O)Cn2cnc3scc(-c4ccccc4)c3c2=O)cc1F
 : -1.9	6.0
CCS(=O)(=O)N1CCC(N2CCC(C)CC2)CC1
 : 3.5	1.9
Cc1c(Cl)cccc1N1C(N)=C(C#N)C(c2ccc(Cl)cc2)C2=C1CC(C)(C)CC2=O (configuration not stated)
 : -3.2	-1.1
COc1cccc(/C=C2\SC(=S)N(C(C)C(=O)O)C2=O)c1 (configuration not stated)
 : -10	0.6
CC(C)(CC(=O)NCc1ccccc1Cl)CC1=NS(=O)(=O)c2ccccc2N1
 : 1.1	4.9
COc1cccc(Nc2nc(Nc3cc(C)ccc3C)nc(N3CCOCC3)n2)c1
 : 8.1	1.7
COC(=O)c1c(-n2cccc2)c2cc(C)ccc2n1CC(C)=O
 : 6.8	1.4
CC(C)[C@H](NC(N)=O)C(=O)Nc1ccc(I)cc1
 : 1.5	-0.4
CCOc1ccc(CN2CCC(O)CC2)cc1
 : -0.2	2.6
CC(C)CCOC(=O)c1ccc(NC(=O)c2ccc([N+](=O)[O-])cc2)cc1
 : 7.4	4.0
CC(C)COC(=O)c1ccc2c(c1)C(=O)N(C1CCCCC1)C2=O
 : 0.6	1.2
CCN1C=C(Cc2ccc(OC)cc2)C2=C(C1)C(c1ccc(OC)cc1)C(C#N)=C(N)O2 (configuration not stated)
 : 2.9	1.2
COc1ccc(-c2nc3ccccc3c(=O)n2CC(=O)Nc2cccc(C)c2)cc1OC
 : 5.7	1.3
Cc1ncc(CO)c(/C=N/NC(=O)c2ccccc2O)c1O
 : 4.7	0.6
CC(=O)NC1=NN(C(C)=O)C(c2c(C)n(C)c(=O)n(C)c2=O)S1 (configuration not stated)
 : 2.7	1.8
CCc1cccc(C)c1NC(=O)CSc1nnc(C2CC2)n1CC
 : -5.5	0.1

The final 3 records of the part before are carried over, then new ones follow:
Order of results: GPR151 beta-arrestin	GPR119 activation
Cc1ncc(CO)c(/C=N/NC(=O)c2ccccc2O)c1O
 : 4.7	0.6
CC(=O)NC1=NN(C(C)=O)C(c2c(C)n(C)c(=O)n(C)c2=O)S1 (configuration not stated)
 : 2.7	1.8
CCc1cccc(C)c1NC(=O)CSc1nnc(C2CC2)n1CC
 : -5.5	0.1
Cc1ccc(NC(=O)Cn2cnc3ccccc3c2=O)c(C)c1
 : -8.4	-5.4
O=C1CCCN1CCn1cnc2c(NCCOc3ccccc3)nc(N3CCc4ccccc4C3)nc21
 : 0.5	-4.9
CC(=O)c1ccc(N2C(=O)c3ccc(Oc4ccc([N+](=O)[O-])cc4[N+](=O)[O-])cc3C2=O)cc1
 : -8.7	0.5
CCCN(CCC)S(=O)(=O)c1ccc(C(=O)Nc2nnc(C(C)C)s2)cc1
 : 5.8	0.3
O=C1C(c2ccc(F)cc2)N(C2CCCCC2)C(=O)CN1C1CCCCCC1 (configuration not stated)
 : 8.7	-1.0
CCN(CC)CCCN(Cc1ccco1)C(=S)Nc1cc(Cl)ccc1C
 : -4.9	0.1
Nc1ccc(C(=O)NCC2COc3ccccc3O2)cc1[N+](=O)[O-] (configuration not stated)
 : 1.4	6.1
COc1ccc(-c2nnc3ccc(SCC(=O)N4CCc5ccccc54)nn23)cc1OC
 : 3.2	-1.0
N/C(=N\c1nc(=O)c2ccccc2s1)NC(=O)c1cccc(Br)c1
 : 0.6	0.1
COc1ccccc1NC(=O)[C@H]1O[C@@H]2OC(C)(C)O[C@@H]2[C@H]2OC(C)(C)O[C@H]21
 : 0.0	2.8
COc1ccc(Cl)cc1NC(=O)c1c(O)c2ccccc2[nH]c1=O
 : -7.3	-2.9
COc1ccc(-c2noc(CCC(=O)N(C)c3ccc(Br)cc3)n2)cc1
 : 6.3	0.3
O=C(CC(NCc1cccnc1)C(=O)O)Nc1cccc2ccccc12 (configuration not stated)
 : -1.6	4.2
O=C(NNC1=C(C(=O)C(F)(F)F)CCC1)c1ccc(Br)cc1
 : 0.8	1.6
O=[N+]([O-])c1nn(-c2ccccc2)n(O)c1=Nc1cccc(F)c1
 : 1.3	2.4
COc1ccc(C2C(C(=O)NC3CCCCC3)CC(=O)N2c2ccc(OC)cc2)cc1 (configuration not stated)
 : 1.1	0.4
Cc1nc(N2CCOCC2)c2c(C)c(C(=O)Nc3ccc(C)c(Cl)c3)sc2n1
 : 7.3	7.2
CSc1ccccc1N1C(=O)CC(Sc2ccccc2C(=O)O)C1=O (configuration not stated)
 : 6.0	2.0
COc1ccc2cc3c(N)nn(C(=O)Cn4nc(C)c([N+](=O)[O-])c4C)c3nc2c1
 : -3.5	-3.1
CCC(O)(CCN1CCCCC1)c1ccccc1 (configuration not stated)
 : -0.5	-1.3

Next part:
Order of results: GPR151 beta-arrestin	GPR119 activation
Nc1ccccc1-c1nnn(CC(=O)Nc2ccc(Cl)cc2)n1
 : -3.2	2.6
CC(C)c1ccc(N(C(=O)C(C)(C)C)C2C=CS(=O)(=O)C2)cc1 (configuration not stated)
 : 1.1	-1.6
COc1ccc(-c2nc(C(=O)N3CCN(C)CC3)sc2-c2ccc(OC)cc2)cc1
 : -0.4	-0.6
Cc1ccc2oc(=O)c3cnn(CC(=O)N4CCN(C(=O)c5ccco5)CC4)c3c2c1
 : -9.6	-4.8
COc1cc(/C=N/NC(=O)c2[nH]nc(-c3ccccc3)c2C)ccc1O
 : -2.7	-3.3
CCNc1nc(NCC)n2c(SCC(=O)OCC)nnc2n1
 : 6.5	0.0
O=c1c([N+](=O)[O-])c(N2CCCCCC2)c2ccccc2n1-c1ccccc1
 : -2.5	-0.5
CC1=NN(c2ccc(F)cc2)C(=O)/C1=C/c1ccc(-c2ccc3c(c2)C(=O)OC3)o1
 : -6.7	-0.7
COc1ccc(-n2cc(C(=O)N(C)c3ccc(OC)cc3OC)c3ccccc3c2=O)cc1
 : -5.0	-2.3
O=C1/C(=C\c2ccncc2)SC(=S)N1Cc1ccccc1
 : 20	5.4
CC(=O)c1c(C)oc2c1c1c(c3ccccc32)OCN(C2CCCC2)C1
 : -2.0	2.8
CN(CCc1ccccn1)c1nc(-c2ccccc2F)nc2ccccc12
 : 2.4	-0.8
Cc1sc2ncn(CC(=O)Nc3ccc(Oc4ccc(Cl)cc4)cc3)c(=O)c2c1C
 : 2.0	5.8
Cc1ccccc1NC(=S)N(CCCN1CCCCCC1)Cc1ccco1
 : 0.1	-1.8
CCc1ccc(C2=CC(c3ccc(OC)c(OC)c3)n3ncnc3N2)cc1 (configuration not stated)
 : 0.4	0.2
Cc1cc(NC(=O)N2CCC(CN3CCOCC3)CC2)ccc1Br
 : 3.3	-2.0
O=C(c1ccc(CNS(=O)(=O)c2ccc(Cl)cc2)cc1)N1CCCC1
 : -0.1	-1.2
CCC(C)n1c(=N)c(C(=O)NCc2ccco2)cc2c(=O)n3cc(C)ccc3nc21 (configuration not stated)
 : -1.5	-3.3
COc1ccc(CCNc2ncnc3c2oc2ccccc23)cc1OC
 : 44*	7.1
CC1=C(C(=O)OCC(C)C)C(c2ccsc2)C2=C(CCCC2=O)N1 (configuration not stated)
 : -0.3	0.7

(cont.)
Order of results: GPR151 beta-arrestin	GPR119 activation
COc1cc(/C(C)=N/NC(=O)Cc2c(C)[nH][nH]c2=O)ccc1O
 : -2.3	-3.5
CCc1ccc(NC(=O)CCN2C(=O)C3C4C=CC(C4)C3C2=O)cc1 (configuration not stated)
 : 0.2	2.2
COc1ccc(CCNc2cc(N3CCN(S(=O)(=O)Cc4ccccc4)CC3)ccc2[N+](=O)[O-])cc1OC
 : 4.5	1.5
CCOC(=O)c1nnn(C(CC)C(=O)Nc2ccc(C)c(C)c2)c1C(=O)OCC (configuration not stated)
 : -1.9	-0.8
NC(=O)C1CCN(S(=O)(=O)c2ccc3c(c2)OCC(=O)N3)CC1
 : -1.8	-1.0
COc1ccc(CCN2C(=O)c3cccnc3C2=O)cc1OC
 : 2.7	5.4
Cc1ccccc1C(=O)NCCN1CCCCC1
 : 6.7	2.3
CCC(CC)C(=O)Nc1nnc(SCC(=O)Nc2cc(C(F)(F)F)ccc2Cl)s1
 : 0.6	1.9
CC1CCCN(C(=O)C(=O)N2CCCC(C)C2)C1 (configuration not stated)
 : 3.3	-0.5
CCCOc1ccc(C(C)(CC(=O)O)C(=O)O)cc1 (configuration not stated)
 : -1.2	6.6
Nc1nonc1-c1nc2ccccc2n1Cc1ccc(F)cc1Cl
 : -2.0	0.4
COc1cc(C2CC(=O)c3c([nH]c(C(=O)OCCSC)c3C)C2)cc(OC)c1OC (configuration not stated)
 : 15	-3.6
CCN(CC)CCCNC(=O)C1CCCN(c2nc3ccc(OC)cc3s2)C1 (configuration not stated)
 : -6.0	-0.6
CC(NC(=O)c1ccco1)c1nnc2n1CCN(Cc1cccc(F)c1)CC2 (configuration not stated)
 : 18	1.1
O=C(NCCOc1ccc(C2CCCCC2)cc1)C1CCCN1S(=O)(=O)c1ccccc1 (configuration not stated)
 : 1.4	3.3
CC1CC(C)CN(S(=O)(=O)c2ccc(C(=O)Nc3ccc(Cl)cc3)cc2)C1 (configuration not stated)
 : -2.6	-2.8
CC1CC(C)(C)NC(=S)N1CCC(=O)Nc1ccc(OC(F)(F)F)cc1 (configuration not stated)
 : 0.8	6.0
Cc1ccc(/C=N\NC(=O)c2cnccn2)o1
 : -11	-5.8
Cc1sc2ncn(-n3c(C)ccc3C)c(=O)c2c1-c1ccccc1
 : 1.4	4.5
CC[C@@H]1NC(=O)[C@H]2CN(C(=O)c3ccc(OC(F)(F)F)cc3)CCN2C1=O
 : 2.5	0.4

Next section (2 carried over from the part before).
Order of results: GPR151 beta-arrestin	GPR119 activation
Cc1sc2ncn(-n3c(C)ccc3C)c(=O)c2c1-c1ccccc1
 : 1.4	4.5
CC[C@@H]1NC(=O)[C@H]2CN(C(=O)c3ccc(OC(F)(F)F)cc3)CCN2C1=O
 : 2.5	0.4
COCCNC(=O)CC1Oc2ccccc2NC1=O (configuration not stated)
 : -1.5	-2.5
CN(C)c1ccc(NC(=O)Nc2cccc3ccccc23)cc1
 : -4.7	-3.2
Cc1[nH]nc(NC(=O)CCCC(=O)c2ccccc2)c1Br
 : 6.1	0.5
CCOC(=O)N1CCN(c2ccc3nnc(-c4ccccc4)n3n2)CC1
 : -2.8	-0.9
Cc1ccccc1N1C(=O)CN(C(=O)c2cn3ccccc3n2)CC1C (configuration not stated)
 : 6.9	2.3
CC1CCC2(CC1)C(C#N)=C1SCCCN1C(=O)C2C#N (configuration not stated)
 : 1.6	6.9
COCCN1CCN(C(=O)CC2(c3ccccc3C)CC(=O)N(CCN(C)C)C2=O)CC1 (configuration not stated)
 : -0.1	3.5
COc1ccc(C2=N/C(=C\c3ccc(C(C)C)cc3)C(=O)O2)cc1
 : 5.2	-0.9
COc1ccc(/C=N/NC(=O)COc2c(OC)cc([N+](=O)[O-])cc2[N+](=O)[O-])c(O)c1
 : -9.1	-0.4
COc1ccc(-c2cc(-c3ccccc3)c(C#N)c(SC3CCCCC3O)n2)cc1 (configuration not stated)
 : 3.5	4.5
Cc1ccc(N(C)C(=O)C2CCCN2S(=O)(=O)c2cccc3nsnc23)cc1 (configuration not stated)
 : -0.7	-4.2
c1ccc(Cc2nnc3sc(-c4ccc5c(c4)OCCO5)nn23)cc1
 : 1.5	-1.2
Cc1nn(C(=O)c2cc([N+](=O)[O-])ccc2Cl)c(C)c1Cl
 : 0.2	4.4
O=C(O)c1ccc(CN(Cc2ccc(Cl)cc2)C(=S)Nc2ccc(Oc3ccccc3)cc2)cc1
 : 1.5	-1.3
Nc1cccc(C2=NCCN2)c1
 : -4.4	-1.7
COc1ccc(CCn2c(=S)[nH]c3cc(C(=O)N4CCOCC4)ccc3c2=O)cc1OC
 : 10	5.6
N#CC1=C2SCN(C3CCCCC3)CN2C(=O)CC1c1ccc([N+](=O)[O-])cc1 (configuration not stated)
 : -5.9	-4.6
Nc1c(Cl)cc(Cl)cc1C(=O)OCC(=O)N1CCCC1
 : 1.7	1.7
COc1cc(/C=N\NC(=O)c2ccccn2)cc(OC)c1OC
 : -1.6	-2.2
CN1C(=O)C(O)(CC(=O)c2ccc(F)cc2)c2ccccc21 (configuration not stated)
 : 5.3	2.0

Additional entries:
Order of results: GPR151 beta-arrestin	GPR119 activation
Cc1ccc(S(=O)(=O)c2cc3cc([N+](=O)[O-])ccc3oc2=O)cc1C
 : -3.3	-3.4
CC(NC(=O)c1ccc(Br)o1)c1ccccc1 (configuration not stated)
 : -2.0	-3.0
CCCN1C(=O)C(O)(C2COC(C)(C)CC2=O)c2ccccc21 (configuration not stated)
 : 0.5	-2.9
CC(=O)N1CC(C)Oc2cc(S(=O)(=O)Nc3ccccc3Br)ccc21 (configuration not stated)
 : 0.2	-3.0
C/C(=N\NC(=S)NCc1ccco1)c1cccc([N+](=O)[O-])c1
 : -3.0	-2.3
CN1CCN(C(=O)c2cc3c(=O)[nH]c4ccccc4c3s2)CC1
 : -2.0	0.2
CCN1CCN(C(c2cccs2)C(C)NC(=O)c2cccc(OC)c2)CC1 (configuration not stated)
 : 1.2	-3.6

Screening results: PubChem BioAssay, The Scripps Research Institute Molecular Screening Center
